Assay outcomes from PubChem BioAssay.
Hck Nef HTS: inhibitors of Nef-activated human Hck kinase, primary screen, biochemical, Z-Lyte FRET, 384-well, Hck-YEEI; Tyrosine-protein kinase HCK (Homo sapiens), P08631; Recombinant Hck-YEEI plus Nef, Z-Lyte FRET kinase assay; inhibition, % at 20 µM; 220,000 tested, 0.68% active;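 active = Hck-Nef kinase inhibition above about 50%, limit read from the data; inactive = inhibition below that limit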;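 also: 0% = DMSO with Hck plus Nef and 100% = Hck alone without Nef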
FXIa inh 1536: human FXIa protease inhibitors, primary screen, biochemical, 1536-well | Coagulation factor XI (Homo sapiens), P03951 | purified FXIa, Boc-Glu-Ala-Arg-AMC fluorogenic substrate | inhibition, % at 5 µM | 220,000 tested, 0.14% active | AID 798, 2007;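 active = inhibition of at least 40%; inactive = inhibition below 40%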;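 also: fluorescence of freed AMC excited at 355 nm; 0% = enzyme without compound and 100% = no enzyme blank; many of its hits are not listed in these tables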
Target sequence (P03951 19-387 limits assumed): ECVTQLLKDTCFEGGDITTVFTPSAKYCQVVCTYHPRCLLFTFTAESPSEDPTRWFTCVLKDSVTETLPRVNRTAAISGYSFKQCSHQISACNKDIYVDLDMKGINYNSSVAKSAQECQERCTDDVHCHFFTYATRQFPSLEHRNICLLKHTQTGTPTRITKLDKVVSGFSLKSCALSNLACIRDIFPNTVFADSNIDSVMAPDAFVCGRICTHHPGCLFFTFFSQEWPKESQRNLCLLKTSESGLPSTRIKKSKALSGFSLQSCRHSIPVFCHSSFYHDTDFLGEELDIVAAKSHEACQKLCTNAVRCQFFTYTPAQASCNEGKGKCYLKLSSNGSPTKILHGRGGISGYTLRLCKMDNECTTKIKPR
Target sequence (P03951 388-625 limits assumed): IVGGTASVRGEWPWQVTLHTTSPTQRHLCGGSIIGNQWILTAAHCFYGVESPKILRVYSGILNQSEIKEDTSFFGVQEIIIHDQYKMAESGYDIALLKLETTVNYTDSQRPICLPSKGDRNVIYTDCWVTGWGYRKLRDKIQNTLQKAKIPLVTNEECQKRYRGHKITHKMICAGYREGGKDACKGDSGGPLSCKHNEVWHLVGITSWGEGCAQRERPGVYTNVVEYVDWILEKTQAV
Runt-SMMHC FRET: inhibitors of RUNX1 Runt–CBFb-SMMHC binding, primary screen, biochemical, FRET, Cerulean-Runt, Venus-CBFb-SMMHC, uHTS; Runt-related transcription factor 1 (Homo sapiens) + Core-binding factor subunit beta …; Cerulean-Runt/Venus-CBFb-SMMHC FRET ratio 530/480, 1 h; inhibition, % at 20 µM; 220,000 tested, 0.74% active; AID 1434, 2008;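 active = mean inhibition across duplicate retests at 20 µM reaching about 50%, limit read from the data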;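 also: 0% = DMSO wells and 100% = wells with excess untagged CBFb-SMMHC; inhibitors lower the FRET ratio by blocking Runt binding to CBFb-SMMHC; some results filed as inactive read as strong as hits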
FXIIa inh: human FXIIa protease inhibitors, primary screen, biochemical, 1536-well; purified FXIIa, Boc-QGR-AMC fluorogenic substrate, 2 h; inhibition, % at 5 µM; 220,000 tested, 0.3% active; in the data active = inhibition above about 40%;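 also: 0% = enzyme with no compound and 100% = blank without enzyme; many of its hits are not listed in these tables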
thrombin 1536: human alpha-thrombin inhibitors, primary screen, counter-screen for coagulation protease inhibitor project, biochemical, 1536-well, fluorogenic AMC substrate; 220,000 tested, 0.26% active; AID 1046, 2008; inhibition, % at 5 µM; Boc-VPR-AMC fluorogenic substrate cleavage;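 active = inhibition at or above 40%; inactive = inhibition below 40%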;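 also: 0% = enzyme with no compound and 100% = wells without enzyme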
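Test system: human alpha-thrombin; medium: pH 7.5 Tris-saline with Tween 20; times: reaction at room temperature; signal: AMC fluorescence at 355 nm excitation and 460 nm emission; also added: Boc-VPR-AMC substrate, 15 µM final; dosing: one concentration per compound, 5 µM, with 0.2% DMSO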
Runt-CBFb FRET: inhibitors of RUNX1 Runt–CBFb binding, primary screen, biochemical, FRET, Cerulean-Runt, Venus-CBFb, uHTS | AID 1496, 2009 | Cerulean-Runt/Venus-CBFb FRET ratio 530/480, 1 h | 220,000 tested, 0.46% active | inhibition, % at 20 µM | Runt-related transcription factor 1 (Homo sapiens) + Core-binding factor subunit beta …;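 active = inhibition over about 50% at 20 µM in the single-dose screen, limit read from the data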;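 also: 0% = DMSO wells and 100% = excess unlabeled CBFb competitor control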
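test system = Cerulean-Runt domain fusion protein, energy donor | probe or stimulus = Venus-CBFb binding partner, 100 nM | incubation = two 1 h room-temperature incubations shielded from light | detection = fluorescence energy transfer, 422 nm excitation, 530/480 nm emission | measure = loss of energy transfer signal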
14-3-3 Bad inh: inhibitors of 14-3-3 zeta/Bad binding, primary screen, biochemical, TR-FRET, bovine 14-3-3 zeta; TR-FRET 14-3-3zeta/Dy647-pBad peptide displacement, 1 h; 220,000 tested, 0.71% active; inhibition, % at 21.7 µM; 14-3-3 protein zeta/delta (Bos taurus), P63103;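 active = inhibition above about 70%, limit read from the data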;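 also: 0% = full 14-3-3 plus peptide FRET controls and 100% = background without 14-3-3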
Target sequence (P63103 whole entry, looked up): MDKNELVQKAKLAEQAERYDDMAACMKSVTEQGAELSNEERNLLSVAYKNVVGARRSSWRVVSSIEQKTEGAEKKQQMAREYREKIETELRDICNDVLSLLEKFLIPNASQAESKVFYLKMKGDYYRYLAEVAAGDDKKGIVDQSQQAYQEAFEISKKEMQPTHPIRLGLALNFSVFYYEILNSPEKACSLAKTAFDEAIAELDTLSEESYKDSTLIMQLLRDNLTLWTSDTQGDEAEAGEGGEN
Wee1 stabilizer: Wee1 degradation inhibitors, primary screen, cell-based, HeLa, Wee1K328M-luciferase, luminescence | AID 1321, 2008 | reporter increase, % at 5 µM | 220,000 tested, 1.2% active | Wee1-like protein kinase (Homo sapiens), P30291 | HeLa Luc-Wee1K328M stability; 100% = proteasome inhibitor MG132 effect;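 active = activation above the mean of all tested compounds plus 3 SD, set per screening run, cut at about 8.8% in these data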;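 also: cells exposed to compound for 20 h before luminescence read; 0% = DMSO alone and 100% = MG132 at 30 µM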
KLK5 inh: human KLK5 protease inhibitors, primary screen, biochemical, 1536-well; recombinant hK5, fluorogenic AMC substrate cleavage; Kallikrein-5 (Homo sapiens), Q9Y337; inhibition, % at 5 µM; 210,000 tested, 0.59% active;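 active = inhibition of 40% or more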;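 also: 0% = enzyme controls without compound and 100% = no-enzyme blanks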
Target sequence (Q9Y337 67-293 limits assumed): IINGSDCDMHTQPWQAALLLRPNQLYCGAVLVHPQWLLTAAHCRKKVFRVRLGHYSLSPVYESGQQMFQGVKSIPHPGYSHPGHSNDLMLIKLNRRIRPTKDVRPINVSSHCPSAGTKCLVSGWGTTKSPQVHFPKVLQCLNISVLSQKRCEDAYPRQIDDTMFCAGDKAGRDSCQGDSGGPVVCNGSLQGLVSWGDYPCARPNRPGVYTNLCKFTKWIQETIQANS
An asterisk follows results filed as active; x = not tested or not shown; [ ] = remark or other dose.

SMILES | Hck Nef HTS | FXIa inh 1536 | Runt-SMMHC FRET | FXIIa inh | thrombin 1536 | Runt-CBFb FRET | 14-3-3 Bad inh | Wee1 stabilizer | KLK5 inh
Cc1cc(O)ccc1Nc1nc2ccccc2nc1Nc1ccc(O)cc1C | 1 | 3 | x | 10 | -10 | 38 | 59[fluorescence artefact?] | -2 | -7
CCCOc1ccc(-c2c(C(=O)N/N=C/c3ccc(OC)cc3)nnn2-c2nonc2N)cc1 | 7 | 7 | 1 | 6 | -13 | -3 | 5 | 1 | -16
CCc1ccc(NC(=S)N2CCNC(=O)C2CC(=O)OC)cc1 (centres undefined) | 13 | -4 | 4 | 12 | -2 | 3 | -12 | 1 | -1
CC(=O)c1c(C)[nH]c(C(=O)CN2C(=O)NC(C)(CCC(C)C)C2=O)c1C (centres undefined) | 14 | -5 | -3 | 0 | 0 | -4 | -15 | -3 | -12
Nc1nc(CN2CCN(c3ccccc3)CC2)nc(Nc2ccc(Cl)cc2)n1 | -7 | -4 | 0 | -5 | 3 | -1 | -13 | -1 | -17
O=C(/C=C/c1ccccc1)c1ccccc1 | 4 | 4 | -1 | 13 | x | -1 | -4 | -3 | -2
Cc1ccc(C(=O)N/N=C2\CCCc3ccccc32)c(C)c1 | 16 | -6 | -4 | 1 | 0 | -1 | -16 | 2 | -10
COC(=O)c1ccc(-c2csc(NC(=O)c3ccc(S(=O)(=O)N4CCc5ccccc5C4)cc3)n2)cc1 | -14 | -7 | 1 | 0 | -4 | 1 | -9 | -2 | -9
CCOCCCNC(=O)/C(C#N)=C/c1ccccc1F | 0 | 1 | -1 | 13 | 0 | 1 | -14 | -1 | -23
O=C(CN1C(=O)S/C(=C\c2ccc(O)cc2)C1=O)c1ccccc1 | 4 | 0 | 6 | 3 | -3 | 0 | -1 | 2 | x
Cc1nnc2n1NC(c1ccc(Cl)cc1)C(C(=O)N1CCC(C)CC1)S2 (centres undefined) | 0 | 4 | 0 | 7 | 0 | -1 | -11 | 3 | -5
COC(=O)/C=C1\N/C(=N\c2nc(C)cc(C)n2)N(c2ccc(Cl)cc2)C1=O | 6 | -4 | -2 | 0 | -7 | -1 | -10 | 0 | -3
O=C(NCc1nc2ccccc2[nH]1)c1cccs1 | 2 | 5 | -4 | 5 | -2 | 0 | 10 | -2 | -11
Cn1cc(S(=O)(=O)N2CCC(C(N)=O)CC2)c(=O)n(C)c1=O | 7 | 3 | -3 | 9 | 0 | 1 | 4 | 6 | 3
CC(=O)OCC(OC(C)=O)C(OC(C)=O)C(OC(C)=O)C(=O)Nc1ccc(C)cc1C (centres undefined) | 1 | 5 | 0 | 20 | -5 | 45 | -4 | -1 | -9
COc1cc(SC)ccc1C(=O)N(Cc1ccccc1)c1ccccn1 | 13 | -20 | -1 | 4 | -8 | 1 | -3 | -1 | 24
COc1cccc(C(C#N)N2N=C(C)CC2(C)C)c1O (centres undefined) | 2 | 6 | -4 | 9 | 0 | 1 | -11[fluorescence artefact?] | 0 | -6
O=C1c2cccnc2C(=O)N1Cc1ccc(F)cc1 | -2 | -7 | -2 | -6 | -3 | -1 | -9[fluorescence artefact?] | -3 | -3
COc1c(OC)c(O)c2c(=O)c(O)c(-c3ccccc3)oc2c1OC | 8 | 2 | 0 | 6 | -3 | 3 | -3 | 4 | -2
COc1cc(OC)c(NC(=O)c2ccc(Br)o2)cc1Cl | 2 | 10 | 2 | 16 | 0 | -2 | 5 | -3 | 1
CCn1c(=O)n(CC(=O)Nc2ccc(F)cc2)c(=O)c2ccccc21 | 17 | -6 | 1 | 8 | -8 | 0 | -2 | -2 | -7
CCOC(=O)c1ccc(Oc2c(C)oc3cc(OS(C)(=O)=O)ccc3c2=O)cc1 | 0 | 2 | 5 | -2 | -6 | 2 | 11 | -2 | -1
O=C1c2ccccc2C(=O)N1CCCCON1C(=O)c2ccccc2C1=O | 2 | 10 | 5 | 19 | 2 | -1 | -22[fluorescence artefact?] | 1 | -19
CCOC(=O)N1CCc2c(sc3nc4n(c(=O)c23)N=C(c2ccc(OC)cc2)CS4)C1 | 77* | -5 | 0 | 9 | 5 | 0 | 27 | -1 | -2
Cc1nc(NC(=S)NC(=O)c2cccs2)ccc1Br | 4 | 1 | 0 | 7 | -5 | -2 | -16 | 0 | -13

New compounds follow.
SMILES | Hck Nef HTS | FXIa inh 1536 | Runt-SMMHC FRET | FXIIa inh | thrombin 1536 | Runt-CBFb FRET | 14-3-3 Bad inh | Wee1 stabilizer | KLK5 inh
CCN1CC(CN(C)Cc2nc(-c3ccco3)oc2C)CC1=O (centres undefined) | 20 | -2 | -3 | 7 | -5 | -1 | -2 | -2 | 4
CCc1cc2cccc(C)c2nc1SCC(=O)N1CCN(C(=O)c2ccco2)CC1 | -1 | 2 | -7 | 15 | 4 | -5 | 0 | -1 | -21
CCCCOC(=O)Nc1ccc(S(=O)(=O)Nn2cnnc2)cc1 | -1 | -16 | -4 | -6 | -9 | -1 | 19[fluorescence artefact?] | 1 | -15
Cn1nccc1/C=C(/C#N)S(=O)(=O)c1ccccc1 | 0 | -2 | 0 | 11 | -9 | 2 | 1[fluorescence artefact?] | 0 | -17
Cn1nnnc1SCC(=O)N1CCN(S(=O)(=O)c2ccccc2)CC1 | -2 | -2 | 1 | -2 | 0 | -24 | -1 | -2 | -5
O=S(=O)(N1CCCCC1)n1nnc2ccccc21 | 2 | -2 | -11 | 8 | -6 | -1 | -1 | 0 | -10
CCOC(=O)C(CSCc1ccccc1)NC(=O)OC(C)(C)C (centres undefined) | -1 | 17 | 1 | 22 | -7 | -3 | 4 | 0 | 10
Cc1cnnc2ccc3c(no[n+]3[O-])c12 | -1 | -12 | -2 | -5 | -5 | -1 | -3 | 1 | -5
CN(CC(=O)NCCCN1CCOCC1)S(=O)(=O)c1ccc(Br)cc1 | 3 | 16 | -7 | 28 | -2 | 1 | 8 | 3 | -1
CCCCNC(=O)CSc1nnc(-c2ccco2)n1C | -1 | 3 | -2 | 16 | 1 | 3 | 59[fluorescence artefact?] | -3 | -11
NC(=O)C1CCN(CC(=O)Nc2ccccc2Sc2ccccc2)CC1 | 3 | -7 | -1 | -1 | -8 | 0 | -1 | 1 | -6
COc1ccc(N=NC2=C(O)CC(C)(C)CC2=O)cc1 | -1 | 0 | -16 | -11 | -8 | -13 | -4 | -1 | 5
O=C(NCc1ccncc1)C(=O)Nc1nccs1 | 16 | -4 | -1 | 4 | -8 | 1 | -3 | -3 | -1
CN(C(=O)c1ccc(COc2ccccc2Br)o1)c1ccccc1 | 6 | -1 | -4 | 8 | 3 | -2 | -11 | 2 | -3
Fc1cccc(-c2nn[nH]n2)c1 | 1 | -2 | -3 | 16 | 1 | 0 | 54 | -1 | -9
C=CCn1c(N2CCCCCC2)nc2c1c(=O)[nH]c(=O)n2C | 1 | 2 | 3 | 5 | 2 | 1 | -3[fluorescence artefact?] | -1 | -3
O=C(Cc1cc(=O)[nH]c(=O)[nH]1)NCc1ccc(Cl)cc1 | -7 | 6 | 21 | 9 | -1 | 9 | -1 | -1 | -6
CC1=NN(c2ccccc2)C(=O)C1C(=O)c1ccc([N+](=O)[O-])cc1 (centres undefined) | 10 | 3 | -1 | 4 | -1 | 1 | 6 | -2 | -2
OCCN1CCN(CCCN2c3ccccc3Sc3ccc(C(F)(F)F)cc32)CC1 | -2 | 4 | -4 | 3 | 0 | -1 | 18 | -3 | -14
COc1ccc(CNC(=S)NC(C)CCc2ccccc2)cc1 (centres undefined) | 25 | 3 | 1 | 9 | 1 | -1 | -19 | 4 | 9
CN(Cc1cn(C)nc1-c1ccccc1F)Cc1nccn1C | 17 | -5 | -2 | 9 | -3 | 0 | -14 | -1 | -3
O=C(O)c1ccc(/C=N/Nc2ccc(C(F)(F)F)cn2)cc1 | 26 | 0 | -3 | -3 | 2 | 1 | -6 | 13* | -5
Cc1ccc(-n2nnnc2SCC(=O)NC2CCCc3ccccc32)cc1 (centres undefined) | 0 | 10 | 1 | 11 | -7 | 1 | 4 | 2 | -30
CC(=O)Nc1ccc(S(=O)(=O)NC2=C(N3CCN(c4ccc(F)cc4)CC3)C(=O)c3ccccc3C2=O)cc1 | -3 | -7 | 2 | 4 | -6 | 4 | 3 | -1 | -8
CCc1nc(SCC(=O)Nc2nccs2)c2oc3ccccc3c2n1 | 12 | 6 | -3 | 17 | 3 | -2 | 44[fluorescence artefact?] | -1 | 5

Profiles from above. Values in the order: Hck Nef HTS | FXIa inh 1536 | Runt-SMMHC FRET | FXIIa inh | thrombin 1536 | Runt-CBFb FRET | 14-3-3 Bad inh | Wee1 stabilizer | KLK5 inh
Results for O=C(NCc1ccncc1)C(=O)Nc1nccs1 : 16 | -4 | -1 | 4 | -8 | 1 | -3 | -3 | -1
Results for NC(=O)C1CCN(CC(=O)Nc2ccccc2Sc2ccccc2)CC1 : 3 | -7 | -1 | -1 | -8 | 0 | -1 | 1 | -6
Results for CCc1nc(SCC(=O)Nc2nccs2)c2oc3ccccc3c2n1 : 12 | 6 | -3 | 17 | 3 | -2 | 44[fluorescence artefact?] | -1 | 5

(more compounds)
SMILES | Hck Nef HTS | FXIa inh 1536 | Runt-SMMHC FRET | FXIIa inh | thrombin 1536 | Runt-CBFb FRET | 14-3-3 Bad inh | Wee1 stabilizer | KLK5 inh
C=CCn1c(-c2cc(-c3ccc(C)cc3)nc3ccccc23)n[nH]c1=S | 26 | -1 | 8 | 3 | 0 | 7 | -16 | -2 | 10
COc1ccc(S(=O)(=O)N2CCCC(C(=O)NCCC(C)C)C2)cc1 (centres undefined) | -14 | -5 | 3 | 5 | -3 | -2 | -11 | 1 | -3
O=C(c1cnccn1)N(Cc1ccco1)C1(C(=O)NC2CCCCC2)CCCCC1 | 1 | 3 | -2 | 6 | -1 | -1 | 7 | 0 | 2
C=CCn1c(-c2ccccc2OCC)n[nH]c1=S | 17 | 3 | 9 | 2 | -6 | 9 | -8 | 0 | -4
O=C(NCc1ccc(F)cc1)c1cc(-c2ccco2)on1 | 4 | -12 | -1 | -12 | 0 | -1 | -4 | -1 | 1
N=C1C(c2nc3ccccc3[nH]2)=C(O)CN1NC(=O)COc1cccc(F)c1 | 13 | 6 | -2 | 7 | 1 | 0 | -1 | -1 | -23
Cc1ccc(NC(=O)CN2C(=O)NC3(CCc4ccccc43)C2=O)cc1Cl (centres undefined) | 6 | -4 | 2 | -6 | -9 | 2 | -6[fluorescence artefact?] | -1 | -30
COC(=O)[C@H]1Cc2cnoc2C[C@]1(C)C(=O)O | 5 | 5 | 0 | 8 | 0 | -2 | -3[fluorescence artefact?] | -4 | -12
